TrxR1 substrate – is turned over as a substrate by rat TrxR1. O89049. purified TrxR1 substrate turnover, NADPH consumption readout. Potency, µM (doses to about 114 µM), for inactives: top-dose activity change, negative = substrate turnover. actives 0.01% (n = 390,000). AID 588456; further: potency means the concentration at half of the fitted maximal effect; on the % scale 0 is the no-effect control and ±100 the full control effect; nearly all actives have a fitted effect of over 50% in size
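Rat TrxR1, dispensed at 90 nM, was prereduced with 400 uM NADPH (final) for 5 min at ~22 deg C, then incubated with compound 15 min before 400 uM selenite. A first-read NADPH fluorescence drop versus no-compound background flagged substrates.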
TRHR enhancer – allosterically enhances the human TRH receptor; P34981; TRHR cells, fluo-8 calcium fluorescence, EC20 TRH enhancement; enhancement, % at 2 µM; actives 0.66% (n = 360,000); in the data active means enhancement above about 30%; further: 0% is about no effect
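Enhancer read-out: after compound pinning and an initial kinetic agonist-mode read, an EC20 of TRH (10 nM final) was injected and fluo-8 calcium signal (Ex 480/Em 530) followed at 1 s/cycle for 100 cycles in TRHR-expressing cells.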
USP1-UAF1 inh – inhibitors of human USP1/UAF1 deubiquitinase | recombinant USP1/UAF1, Ub-Rhodamine cleavage fluorescence | Potency, µM (top dose mostly 57.1 µM), inactives show at the top dose activity change, negative = inhibition, actives largely listed as inhibitors | O94782 | actives 0.23% (n = 390,000); further: potency means the concentration at half of the fitted maximal effect; on the % scale 0 is the no-effect control and ±100 the full control effect; nearly all actives have a fitted effect of over 60% in size; inactives centre near -12
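USP1/UAF1 complex at 1 nM was preincubated with compound for 15 min at room temperature, then Ub-Rho substrate (150nM final) was added. Fluorescence (480/540 nm) was read kinetically, 6 reads every 60 seconds.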
TRHR ag – agonists of human TRH receptor; AID 493084; activation, % at 2 µM; P34981; TRHR cells, calcium flux fluo-8, FDSS agonist mode; actives 0.18% (n = 360,000); in the data active means activation above about 30%; further: 0% is about no effect
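Agonist-mode FDSS calcium read (Ex 480/Em 530, 1 s cycles) in 1536-well TRHR cells with fluo-8 dye, after 10-cycle baseline and 23 nL compound addition; TRH at EC20 (10 nM final) added afterwards for the enhancer phase.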
TrxR1 inh – inhibitors of rat thioredoxin reductase 1; actives 1% (n = 390,000); O89049; Potency, µM (series often up to 114 µM), inactives show at the highest dose activity change, negative = inhibition, usual class: inhibitors; recombinant rTrxR1, NADPH fluorescence consumption, selenite substrate; further: potency means the concentration at half of the fitted maximal effect; on the % scale 0 is the no-effect control and ±100 the full control effect; nearly all actives have a fitted effect of over 65% in size
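Rat TrxR1 (90 nM in the dispensed reagent) was pre-reduced with 400 uM NADPH for 5 min at room temperature, then incubated with compound for 15 min. After 400 uM selenite was added, NADPH fluorescence (Ex 340/Em 450 nm) was followed for 8 min.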
PI4K2A inh – PI4K2A (human) kinase inhibition | Q9BTU6 | purified PI4K2A, ADP-Glo luminescence, 1 h; stronger effect = lower value | activity change, negative = inhibition, % at 76.9 µM | actives 0.13% (n = 420,000); in the data active means activity change below about -50%; inconclusive means mostly about -30% to -49%;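 further: -100% = wells without enzyme as full effect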
Target sequence (Q9BTU6 whole entry, looked up): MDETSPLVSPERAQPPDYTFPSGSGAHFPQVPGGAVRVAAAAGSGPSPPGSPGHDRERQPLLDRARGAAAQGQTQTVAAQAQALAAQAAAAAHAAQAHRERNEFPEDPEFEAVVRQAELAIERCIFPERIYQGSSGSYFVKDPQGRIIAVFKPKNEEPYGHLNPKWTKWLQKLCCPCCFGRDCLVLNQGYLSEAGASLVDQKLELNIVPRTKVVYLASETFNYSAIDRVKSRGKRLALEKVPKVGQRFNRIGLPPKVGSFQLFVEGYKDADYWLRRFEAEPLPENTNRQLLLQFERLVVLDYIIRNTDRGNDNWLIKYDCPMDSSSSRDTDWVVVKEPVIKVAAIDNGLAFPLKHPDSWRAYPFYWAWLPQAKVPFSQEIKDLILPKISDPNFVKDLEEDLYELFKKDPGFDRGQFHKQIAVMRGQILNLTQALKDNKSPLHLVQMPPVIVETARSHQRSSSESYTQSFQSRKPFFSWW
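Compounds are screened against recombinant PI4K2A using PI as substrate and ATP, the latter dispensed at 300 microM. Reactions run one hour at ambient temperature before ADP-Glo detection; full inhibition defined by wells lacking enzyme.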
D2 antag – antagonizes the human D2 dopamine receptor. HEK293 TREx D2 cells, calcium flux, dopamine EC80. inhibition, % at 10 µM. AID 485344. actives 2% (n = 340,000); in the data active means inhibition above about 30%; further: 0% is about no effect
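Antagonism is scored as inhibition of an EC80 dopamine-evoked calcium signal in a force-coupled, tetracycline-inducible HEK293 T-REx D2 line, with compound present 180 s before agonist.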
D2 agonist – activates the human D2 dopamine receptor; activation, % at 2 µM; HEK293 T-REx D2 cells, calcium flux agonist mode; AID 485358; actives 0.53% (n = 340,000); P14416;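 active means activation over 3 SD above normal in the single-dose calcium agonist read, cut at about 30% in these data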; further: 0% is about no effect
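Tetracycline-induced HEK293 T-REx cells with force-coupled D2 receptor, plated overnight at 30 C, loaded with no-wash calcium dye. After a 10 s baseline, compound was pin-added and calcium flux read kinetically for 180 s; calcium rises flagged agonists.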
IDH1 R132H inh – blocks human mutant IDH1 R132H enzyme | Potency, µM (titrated, usually from 76.6 µM), for the others: at the highest dose activity change, negative = inhibition, usual class: inhibitors | O75874 | IDH1-R132H enzyme, NADPH consumption, diaphorase/resazurin fluorescence | actives 0.093% (n = 390,000); further: potency means the concentration at half of the fitted maximal effect; on the % scale 0 is the no-effect control and ±100 the full control effect; nearly all actives have a fitted effect of over 65% in size
Target sequence (O75874 whole entry R132H, stated change not applied): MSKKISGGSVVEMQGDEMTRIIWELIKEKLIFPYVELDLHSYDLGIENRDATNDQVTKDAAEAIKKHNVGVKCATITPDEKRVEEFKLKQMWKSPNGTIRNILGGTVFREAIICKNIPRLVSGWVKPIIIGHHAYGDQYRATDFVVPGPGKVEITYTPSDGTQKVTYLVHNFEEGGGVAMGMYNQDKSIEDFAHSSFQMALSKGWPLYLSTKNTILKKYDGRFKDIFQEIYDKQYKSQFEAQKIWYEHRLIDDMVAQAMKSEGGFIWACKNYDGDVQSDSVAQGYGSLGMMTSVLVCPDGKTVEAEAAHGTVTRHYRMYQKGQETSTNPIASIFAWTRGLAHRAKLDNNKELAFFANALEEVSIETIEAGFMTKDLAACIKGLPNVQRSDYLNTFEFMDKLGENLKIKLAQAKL
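IDH1-R132H (0.5 ug/mL dispensed) in pH 7.5 Tris buffer was preincubated 30 min with compound, then given a substrate mix of 0.016 mM NADPH and 2 mM alpha-KG for 80 min at room temperature; remaining NADPH was read by diaphorase/resazurin fluorescence.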
Numbers without * were called inactive; ? = inconclusive; · = not tested or not shown; [ ] = remark or other dose. Unless noted, the call rests on the fitted dose curve; in most records, active means well fitted inhibition curve with a large enough effect; inconclusive means small, poorly fitted or top-dose-only effect; inactive means no such curve, though single readings can be large or run the other way.

structure	PI4K2A inh	USP1-UAF1 inh	TrxR1 substrate	TRHR ag	IDH1 R132H inh	TRHR enhancer	D2 agonist	TrxR1 inh	D2 antag
CCOC(=O)C1CCCN(c2c(NCC3CCCO3)c(=O)c2=O)C1 (stereo unspecified)	2	-13%	-9%	0.1	3%	-7	·	5%	·
Cc1cc2oc(C(=O)NCc3ccc4c(c3)OCO4)c(C)c2cc1C	2	-17%	5%	-2.1	-3%	2	-0.6	15%	3
COc1ccc(C(=O)n2c(N)nc3ccccc32)cc1OC	2	-4%	5%[57.1 µM]	0.0	7%	27	0.3	8%[57.1 µM]	-10
C/C(=N/NC(=S)Nc1cccc(C)c1)c1cccc([N+](=O)[O-])c1	0	-12%	-3%	0.1	7%	24	·	21%	·
Cc1noc(C)c1CSCC(=O)N(C)CC(=O)Nc1ccc(F)c(F)c1F	-1	-19%	-9%	-0.3	9%	2	-0.4	-6%	-10
Cc1ccc(OCC(=O)N2CCN(c3ccc([N+](=O)[O-])c(N4CCOCC4)c3)CC2)cc1	1	-10%	4%[57.1 µM]	0.8	12%	4	-1.1	15%[57.1 µM]	0
COc1ccc(N2CC(C(=O)NCCC3=CCCCC3)CC2=O)c(OC)c1 (stereo unspecified)	3	-4%	4%	0.8	4%	-3	-0.4	11%	-23
O=C(OCC(=O)N1CCCC1)c1c[nH]c2ccccc12	-2	-17%	1%	0.4	-2%	1	-0.2	19%	3
Cc1ccc(N(C)S(=O)(=O)c2cccc(C(=O)Nc3ccc(N4CCOCC4)cc3)c2)cc1	1	-6%	-3%	0.5	2%	12	-0.1	13%	-10
Cc1ccc(Cc2nnc(SCC(=O)Nc3ccccc3)[nH]c2=O)cc1	1	-11%	-5%	0.1	2%	14	0.2	-8%	5
CC(=O)NCCNC(=O)C1CCCCN1S(=O)(=O)c1ccccc1 (stereo unspecified)	1	-8%	-12%[57.1 µM]	-0.2	6%	3	0.3	14%[57.1 µM]	-32
COc1cccc(N2CC(C(=O)OC(C)C(=O)c3ccccc3)CC2=O)c1 (stereo unspecified)	2	-12%	5%[57.1 µM]	-0.7	3%	1	-0.4	11%[57.1 µM]	-13

Additional results
structure	PI4K2A inh	USP1-UAF1 inh	TrxR1 substrate	TRHR ag	IDH1 R132H inh	TRHR enhancer	D2 agonist	TrxR1 inh	D2 antag
Cc1ccc(Sc2c(C)nn(C(=O)COc3ccc(F)cc3)c2C)cc1	0	2%	11%	-0.7	23%	0	-1.7	23%	·
Cc1ccc(Sc2c(C)nn(C(C)(C)C)c2OC(=O)CC(C)C)cc1	0	-18%	-6%	1.1	-8%	1	1.1	31%	·
CS(=O)(=O)N1CCN(C(=O)COc2ccccc2)CC1	5	-4%	5%	1.3	7%	4	0.9	13%	19
CC(=O)N(C)c1ccc(NC(=O)Cc2cccs2)cc1	-4	?	-6%[57.1 µM]	0.4	0%	0	0.3	5%[57.1 µM]	-1
COc1ccc(NC(=O)CC(=O)Nc2ccc(OC)cc2)cc1	8	-11%	5%	·	8%	·	·	16%	·
O=C1CC(c2cccc(F)c2)SC(N(c2ccccc2)c2ccccc2)=N1 (stereo unspecified)	-4	-5%	-1%	0.3	2%	8	-0.1	9%	2
Cc1ccc(Sc2ccc(CO)cc2[N+](=O)[O-])cc1	8	?	8%[57.1 µM]	-0.6	4%	-10	-0.6	16%[57.1 µM]	-4
Cc1[nH]c(C(=O)O)c(C)c1C(=O)OC(C)C	2	0%	-7%	0.2	12%	-4	0.4	-4%	-5
Cc1ccc(N=c2c([N+](=O)[O-])nn(-c3ccc(Cl)cc3)n2O)cc1C	-2	-4%	-6%	-4.0	14%	0	0.6	-5%	11
CC(C)NC(=O)Cn1c(SCC(=O)N2c3ccccc3CC2C)nc2ccccc21 (stereo unspecified)	-1	-19%	4%	-0.3	1%	-15	-0.2	19%	22
O=C1c2ccccc2C(=O)C12OC2c1ccc(Cl)cc1Cl (stereo unspecified)	-25	-26%	2%	-0.2	2%	-3	0.4	-23%	12
CCOc1ccc(NC(=O)CN(C)C(=O)c2ccc(OCC(=O)N3CCOCC3)c(OC)c2)cc1OCC	-1	-19%	-6%	·	8%	·	·	-9%	·

(continued)
structure	PI4K2A inh	USP1-UAF1 inh	TrxR1 substrate	TRHR ag	IDH1 R132H inh	TRHR enhancer	D2 agonist	TrxR1 inh	D2 antag
O=C(O)c1ccc2c(c1)C(=O)N(c1ccc(OCc3ccccc3)cc1)C2=O	4	-10%	9%	0.8	-1%	4	-0.1	26%	16
CCc1[nH]nc2c1C1(C(=O)N(Cc3ccccc3)c3ccccc31)C(C#N)=C(N)O2 (stereo unspecified)	-3	-3%	0%[57.1 µM]	-0.1	11%	1	-0.4	-12%[2.29 µM]	1
CCOC(=O)CCSCC(=O)Nc1nnc(C)s1	-1	-2%	8%[57.1 µM]	0.4	6%	-7	0.5	28%[57.1 µM]	-26
Cc1cc(N2CCOCC2)c2c(N)cc(C)c(C)c2n1	0	-12%	11%[57.1 µM]	0.0	7%	-2	0.5	14%[57.1 µM]	6
CC(Oc1ccccc1)C(=O)Nc1nc2ccc(S(N)(=O)=O)cc2s1 (stereo unspecified)	-3	0%	4%[57.1 µM]	0.8	2%	6	0.6	11%[57.1 µM]	·
CN1C(=O)/C(=C/c2ccccc2OCc2ccccc2F)NC1=S	1	-4%	-19%	0.1	8%	-5	-0.4	-16%	-2
Nc1cccnc1Sc1ccccc1	-3	-17%	-9%[57.1 µM]	·	9%	·	·	28%[57.1 µM]	·
CN(Cc1cnn(C)c1)C(=O)CC1C(=O)NCCN1Cc1cccc(Oc2ccccc2)c1 (stereo unspecified)	-1	-4%	6%	-0.5	0%	1	0.5	-19%	0
CCCCn1c(CCNC(=O)CCC)nc2ccccc21	4	-2%	0%[57.1 µM]	-1.2	-9%	-4	-0.1	1%[57.1 µM]	8
COC(=O)c1ccc(CSc2nncn2N)cc1	-4	5%	2%[57.1 µM]	1.2	-1%	0	0.9	20%[57.1 µM]	-4
CCCCCC(=O)N/N=C(\C)c1ccc(Cl)cc1	2	-1%	-4%	0.2	9%	-7	-0.6	10%	-68
Cc1cc(NCc2ccccn2)ccc1Br	-3	-5%	6%[57.1 µM]	-0.5	9%	2	-0.2	8%[57.1 µM]	11

The list goes on:
structure	PI4K2A inh	USP1-UAF1 inh	TrxR1 substrate	TRHR ag	IDH1 R132H inh	TRHR enhancer	D2 agonist	TrxR1 inh	D2 antag
CCOC(=O)C1CCCN(c2c(N3CCc4ccccc4C3)c(=O)c2=O)C1 (stereo unspecified)	·	·	·	-0.3	·	-7	-0.6	·	2
COc1ccc(NC(=O)CCCN2C(=O)CCn3nc(-c4cn(C)c5ccccc45)cc32)cc1OC	-8	-14%	1%[57.1 µM]	-0.8	-15%	7	0.7	19%[57.1 µM]	·
CCc1cc(=O)n2[nH]c(-c3ccccc3)c(-c3ccccc3)c2n1	-16	-12%	11%	-0.1	-11%	16	0.7	2%	-12
C[C@H](NC(=O)OC(C)(C)C)c1nnc(SCc2c(F)cccc2Cl)o1	-2	-24%	-1%	-0.9	-3%	-5	0.2	39%[11.4 µM]	·
COc1ccc(C)cc1NC(=O)c1ccc(NS(=O)(=O)c2cccs2)cc1	-1	-4%	-12%	-1.6	-6%	5	-1.9	-9%	2
COc1ccc(NC(=O)C2CCCN2C(=O)NC2CCCCC2)cc1 (stereo unspecified)	3	-16%	13%[0.0914 µM]	-0.3	3%	10	0.4	25%[0.0914 µM]	-31
NCCCC(=O)N1c2ccccc2Sc2ccc(Cl)cc21	4	-21%	10%[57.1 µM]	3.0	7%	18	1.3	14%[57.1 µM]	-6
CCOC(=O)c1ccc2nc(NC(=O)C(C)C)sc2c1	-4	-25%	6%	1.4	2%	6	-0.5	17%	-11
COc1ccc(NC(=O)CCc2nnc3n(C)c(=O)c4sccc4n23)cc1	1	-7%	-3%	-2.2	·	5	-0.9	-9%	·
N#Cc1c2n(c(=S)n(-c3ccccc3)c1=O)CCCCC2	0	-7%	2%	0.3	0%	-3	0.5	1%	-4
O=C(O)CC(=O)Nc1cc(Cl)ccc1O	1	-22%	12%	0.1	1%	1	-0.5	24%	3
NC(=O)c1ccccc1OCCOc1ccc(Br)cc1	2	-23%	-3%	-2.2	7%	13	-1.0	-14%	7

Further results follow:
structure	PI4K2A inh	USP1-UAF1 inh	TrxR1 substrate	TRHR ag	IDH1 R132H inh	TRHR enhancer	D2 agonist	TrxR1 inh	D2 antag
COc1ccc(NC(=S)NCCc2ccccc2OC)c(OC)c1	0	-20%	1%	-1.3	-3%	-5	-1.1	1%	-13
Cc1ccc(S(=O)(=O)NCc2ccccn2)c(C)c1	-5	-18%	-30%	0.6	2%	3	0.6	-10%	-12
COc1ccccc1-n1c(SCC(=O)N2CCOCC2)nc2cccnc21	6	-6%	5%[57.1 µM]	0.0	3%	-3	-0.2	-1%[57.1 µM]	60*
COc1ccc(OC)c(NC(=O)CN2C(=O)NC(C)(c3ccc4c(c3)OCCO4)C2=O)c1 (stereo unspecified)	-1	-23%	6%	0.0	3%	0	-1.3	37%[activator]	-3
COc1cccc(OCc2nc3ccccc3n2C)c1	-3	-13%	4%	-0.9	·	3	-0.3	11%	·
Cn1c(-c2cc(Cl)ccc2O)nc2c1c(=O)[nH]c(=O)n2Cc1ccccc1	3	-10%	43%[activator][57.1 µM]	0.2	-17%	2	3.6	10%[57.1 µM]	8
Cn1c(=O)oc2cc(S(=O)(=O)NC3CCCCC3)ccc21	8	-9%	6%	-1.3	-3%	3	-0.1	14%	13
Cc1nc2ccc(-c3nc4ccc(N)cc4[nH]3)cc2[nH]1	-17	-9%	94%[activator][57.1 µM]	0.4	5%	11	-0.4	49%	-13

Filtered by structure, the entries above containing bromine (2)
structure	PI4K2A inh	USP1-UAF1 inh	TrxR1 substrate	TRHR ag	IDH1 R132H inh	TRHR enhancer	D2 agonist	TrxR1 inh	D2 antag
Cc1cc(NCc2ccccn2)ccc1Br	-3	-5%	6%[57.1 µM]	-0.5	9%	2	-0.2	8%[57.1 µM]	11
NC(=O)c1ccccc1OCCOc1ccc(Br)cc1	2	-23%	-3%	-2.2	7%	13	-1.0	-14%	7

Screening data as filed in PubChem.
